Screening data (PubChem BioAssay)
UBC13 inh – human UBC13 polyubiquitination inhibition; P61088; UBC13 polyubiquitin chain formation, TR-FRET; inhibition, % at 20 µM; 330,000 tested, 0.47% active; AID 485273; in the data active = inhibition above about 45%, passing the limit was not always enough
Jurkat NFkB inh – inhibitors of the PMA/ionomycin-induced NF-kB reporter in Jurkat cells; 330,000 tested, 0.53% active; AID 435003; inhibition, % at 4 µM; PMA/ionomycin-induced NF-kB luciferase reporter, luminescence
SENP8 inh – inhibitors of human SENP8 protease; inhibition, % at 10 µM; Q96LD8; purified SENP8, Z-RLRGG-aminoluciferin cleavage, luminescence; 330,000 tested, 1.2% active
697 NFkB inh – inhibitors of the PMA/ionomycin-induced NF-kB reporter in 697 B cells; 330,000 tested, 0.33% active; AID 435022; inhibition, % at 4 µM; 697 B-cell NF-kB luciferase reporter, 16 h; in the data active = inhibition above about 35%
HKDC1 inh – HKDC1 (human) hexokinase inhibition | Q2TB90 | recombinant HKDC1, G6PDH/diaphorase resazurin coupled fluorescence | inhibition, % at 20 µM | 340,000 tested, 0.16% active;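 active = inhibition above about 35% when tested at 20 µM, limit read from the data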;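 also: plate controls were DMSO wells with enzyme for no effect and DMSO wells lacking enzyme for full effect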
Target sequence (Q2TB90 whole entry, looked up): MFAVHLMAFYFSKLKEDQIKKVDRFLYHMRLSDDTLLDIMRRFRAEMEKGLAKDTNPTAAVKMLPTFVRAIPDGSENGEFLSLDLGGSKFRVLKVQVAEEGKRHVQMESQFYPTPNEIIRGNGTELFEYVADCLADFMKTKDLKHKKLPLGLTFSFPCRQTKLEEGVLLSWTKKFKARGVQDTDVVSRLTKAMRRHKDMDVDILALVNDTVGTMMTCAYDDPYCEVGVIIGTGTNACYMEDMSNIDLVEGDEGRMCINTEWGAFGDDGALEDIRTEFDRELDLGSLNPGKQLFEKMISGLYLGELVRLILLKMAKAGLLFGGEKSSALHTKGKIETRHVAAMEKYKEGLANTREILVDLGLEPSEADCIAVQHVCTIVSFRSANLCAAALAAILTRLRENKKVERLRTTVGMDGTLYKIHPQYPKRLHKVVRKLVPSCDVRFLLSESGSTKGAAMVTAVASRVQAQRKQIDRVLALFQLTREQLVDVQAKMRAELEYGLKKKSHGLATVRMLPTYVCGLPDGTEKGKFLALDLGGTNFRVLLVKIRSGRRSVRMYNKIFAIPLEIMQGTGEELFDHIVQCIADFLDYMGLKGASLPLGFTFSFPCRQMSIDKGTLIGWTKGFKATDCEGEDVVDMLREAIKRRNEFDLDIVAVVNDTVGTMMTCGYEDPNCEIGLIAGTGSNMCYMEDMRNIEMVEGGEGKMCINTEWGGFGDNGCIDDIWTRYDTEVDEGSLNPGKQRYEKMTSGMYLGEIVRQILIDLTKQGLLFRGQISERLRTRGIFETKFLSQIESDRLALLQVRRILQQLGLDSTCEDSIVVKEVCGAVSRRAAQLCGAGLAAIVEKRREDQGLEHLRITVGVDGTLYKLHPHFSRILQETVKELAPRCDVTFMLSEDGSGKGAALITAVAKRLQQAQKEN
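Incubation: 90 min at room temperature in dark / Material: recombinant HKDC1 (HK5) hexokinase enzyme, produced in-house / Quantity: enzyme 5 µg/mL final / Compound: one dose of 20 µM, 1% DMSO / Reagent: glucose and ATP substrates / Buffer or medium: Tris pH 8.0 buffer with MgCl2, Tween-20, BSA, BME / Technique: resorufin fluorescence at 613 nm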
SENP7 inh – SENP7 protease inhibition | inhibition, % at 5 µM | 330,000 tested, 1.5% active | Q9BQF6 | recombinant SENP7, Z-RLRGG-aminoluciferin luminescence, 40 min;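 active = inhibition above about 50% at the single test dose, limit read from the data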;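 also: plate controls were DMSO with enzyme for no effect and no enzyme buffer wells for full effect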
Gli-Sufu antag – blocks Gli-Sufu signaling in a luciferase reporter; Sufu-KO-LIGHT fibroblasts, Gli luciferase reporter luminescence; inhibition, % at 5 µM; 340,000 tested, 0.74% active;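 active = inhibition above about 55%, limit read from the data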;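 also: 0% = DMSO-treated cells and 100% = wells with medium but no cells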
Apaf-1 inh – blocks human Apaf-1 apoptosome activity; AID 489030; O14727; 330,000 tested, 0.71% active; reconstituted apoptosome caspase-3 activity, DEVD-Rh110 fluorescence; inhibition, % at 20 µM; active = inhibition of at least 40% at 20 µM;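 also: plate controls were DMSO wells for no effect and DEVD-CHO caspase inhibitor wells for full effect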
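Material: reconstituted apoptosome with Apaf-1, cytochrome c, caspase-9, procaspase-3, dATP / Buffer or medium: pH 7.5 Hepes buffer with CHAPS, BSA, DTT / Also added: cytochrome c with DEVD-Rh110 / Schedule: compound with Apaf-1, dATP, procaspase-3 30 min, then 50 min reaction, room temperature / Technique: rhodamine 110 fluorescence at Ex 480/Em 540 nm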
Numbers without * were called inactive. Rule as the data show it, unless noted: active = inhibition above about 50%; inactive = the rest. Not a hit list, and some 3.6% of all compounds hit somewhere here.

Results follow in this order: UBC13 inh	Jurkat NFkB inh	SENP8 inh	697 NFkB inh	HKDC1 inh	SENP7 inh	Gli-Sufu antag	Apaf-1 inh
> CN(Cc1ccccc1)C(=O)c1ccc(NC2=NC3CS(=O)(=O)CC3S2)cc1 (configuration not stated)
  -5	8	0	14	-5	4	1	-1
> O=C(Nc1ncc(Cl)cc1Cl)c1c(F)cccc1Cl
  -8	-7	-7	10	-2	-19	-20	-1
> CCCC1=C(C(=O)OCC)C(c2ccco2)n2ncnc2N1 (configuration not stated)
  -2	-12	-10	-19	3	-3	-1	-2
> O=[N+]([O-])c1ccc(Cl)c(C2Nc3cccc4cccc(c34)N2)c1
  -2	12	8	-46	15	3	11	10
> CCc1ccc(N2C(=O)Cc3c2nc(N)c(C#N)c3N)cc1
  -6	-25	1	-1	4	-4	-21	-4
> COc1ccc(N2CCN(C(=O)CN(C)S(=O)(=O)c3cnc[nH]3)CC2)cc1
  -11	-25	-6	-7	-4	-3	5	2
> Cc1ccc(-c2nc3ncccn3c2Nc2ccc3c(c2)OCCO3)cc1
  -7	-46	-1	-83	0	-1	11	16
> Cc1ccc(C2C(C(=O)c3cc4ccccc4o3)=C(O)C(=O)N2CCN2CCOCC2)o1 (configuration not stated)
  -4	-12	-2	-6	6	9	-14	4
> CNC(=O)NC(=O)C(C)OC(=O)c1c(C)noc1C (configuration not stated)
  1	2	-9	9	-12	-10	-40	-3
> Cc1c(OCC(=O)N[C@@H](Cc2ccccc2)C(=O)O)ccc2c1oc(=O)c1ccccc12
  5	13	-5	5	7	1	2	-6
> O=C1Cc2ccccc2N1c1c(Cl)cccc1Cl
  2	14	-2	16	-5	-4	-4	8
> CCOC(=O)c1[nH]c2ccccc2c1NC(=S)Nc1ccccc1C
  -17	7	-2	7	-2	-3	-6	6
> O=C(COC(=O)c1cccc(O)c1)Nc1nnc(-c2ccccc2)o1
  -4	-2	-7	14	0	2	5	5
> CCCOc1ccc([N+](=O)[O-])cc1C1NC(=S)NC(c2ccccc2)=C1C(=O)OCC (configuration not stated)
  -4	3	-5	14	-2	1	2	16
> COC(=O)/C(=C/c1ccc(OC)cc1)NC(=O)c1ccco1
  -10	4	4	-6	-7	7	-6	14
> CCCCN1C(=O)C2Cc3c([nH]c4ccccc34)CN2C1=S (configuration not stated)
  -5	4	1	15	-16	-2	5	17
> CCOC(=O)c1c(CC(C)C)csc1N
  0	-4	-9	6	-4	-2	-1	12
> CCN(Cc1ccccc1)S(=O)(=O)c1cc(C(=O)OC)n(C)c1
  9	-3	-6	-4	2	5	-11	8
> CC(C)CCC(C(=O)O)C(C)CC(=O)NC1CCCCC1 (configuration not stated)
  -1	-2	-6	12	-8	-1	-2	7
> COC(=O)C1=C(C)NC(=O)NC1c1cccc(OC)c1OCc1ccccc1 (configuration not stated)
  11	9	2	3	-2	-2	1	-8

As entered above:
In 697 NFkB inh, `Cc1ccc(-c2nc3ncccn3c2Nc2ccc3c(c2)OCCO3)cc1` is listed with -83
In 697 NFkB inh, `O=C(Nc1ncc(Cl)cc1Cl)c1c(F)cccc1Cl` is listed with 10

(list continues)
Results follow in this order: UBC13 inh	Jurkat NFkB inh	SENP8 inh	697 NFkB inh	HKDC1 inh	SENP7 inh	Gli-Sufu antag	Apaf-1 inh
> c1ccc(SCc2cc(-c3ccccc3)no2)cc1
  9	-103	6	-113	-5	-12	-97	4
> CCCCOC(=O)CCn1c(=S)oc2ccccc21
  3	7	11	-27	-2	1	-15	6
> N#CC1=C(N)Oc2n[nH]c(-c3ccccc3)c2C1c1ccsc1 (configuration not stated)
  -3	18	0	12	2	6	2	9
> O=C(COC(=O)CNC(=O)c1ccccc1F)NC1CC1
  6	-4	-6	9	-5	7	2	-5
> C[C@H](N)c1nnc(SCc2ccc(Cl)cc2Cl)o1
  11	1	-5	7	-8	0	-5	1
> Cn1cccc1C(=O)OCC(=O)NCCc1ccccc1
  7	7	-2	0	0	-6	-10	-8
> CC(NC(=O)C(=O)N1CCCCC1)C(c1cccs1)N1CCN(c2ccccc2)CC1 (configuration not stated)
  -2	-9	-4	-18	-3	-7	-19	10
> COc1ccc(/C=N/NC(=O)c2cc(C)oc2C)cc1OC
  -6	-5	-5	20	-1	2	-11	-17
> CC(C)OC(=O)c1sc2nc3c(cc2c1N)C(=O)CCC3
  -16	-75	-9	-55	3	-5	-54	11
> CN=C(Nc1cccc(S(=O)(=O)N2CCOCC2)c1)c1ccccc1
  4	10	5	-10	-3	2	3	-11
> O=C(NNC(=O)C1CCCCC1)c1ccncc1
  8	2	6	18	0	2	46	3
> O=C(COc1cccnc1[N+](=O)[O-])NC1CCS(=O)(=O)C1 (configuration not stated)
  -6	0	-21	1	-10	-1	-8	-3
> COCCN(CCOC)CC(O)COC(c1ccccc1)c1ccccc1 (configuration not stated)
  -2	0	-6	-7	-3	-6	12	14
> CC(=O)Nc1ccc(CC#N)cc1
  -2	9	0	8	-2	-1	5	-10
> O=C(Cn1cccc1C(=O)c1ccccc1)NCc1ccc(Cl)cc1
  8	-5	0	19	-10	1	-7	2
> C#CCn1cc(Cl)cc(C(=O)Nc2ccccc2)c1=O
  6	-4	-10	-1	-2	-8	-2	3
> CC(NC(=O)CSc1nnc(-c2cccc(S(=O)(=O)N3CCCCC3)c2)o1)C12CC3CC(CC(C3)C1)C2 (configuration not stated)
  0	-6	-3	22	-2	8	15	24
> CCOc1cc(/C=N/NC(=O)C2CC2)ccc1OC(C)C
  4	-8	-10	7	-6	-3	1	-10
> Cc1cc(-c2ccc(C)c(S(=O)(=O)Nc3ccc(S(N)(=O)=O)cc3)c2)on1
  -2	7	6	16	1	-1	3	-8
> CCOc1cc(/C=N\NC(=O)c2ccc(C)nc2)ccc1OC(=O)c1ccc(F)cc1
  2	-11	-2	-4	0	4	6	9
> CC(=O)SC1CC(=O)N(c2ccc(C(C)(C)C)cc2)C1=O (configuration not stated)
  6	-16	2	-8	-8	7	6	-17
> COCCCn1c(=O)c2sccc2n(Cc2cccc(C)c2)c1=O
  12	-4	-14	-19	-2	-4	4	-5
> CCC/C(C#Cc1ccc(N(C)C)cc1)=C1/c2ccccc2C(=O)N1c1ccccc1
  -25	1	-12	14	0	-3	-1	24
> CCC(=O)Oc1ccc(C2NC(=O)c3ccccc3O2)cc1OC (configuration not stated)
  -3	-3	2	-16	2	5	-15	-5
> Cc1cccc2c(CC(=O)Nc3ccccc3)noc12
  2	-4	-1	11	-6	-5	-23	-7
> CC(NC(=O)CCc1nnc(C2(c3ccc(Cl)cc3)CCC2)o1)C1CC1 (configuration not stated)
  2	-12	-2	-5	-12	4	-1	4
> C/C(=N\NC(=O)C(=O)Nc1ccc(C)cc1)c1ccncc1
  6	-4	-2	-2	-8	-3	4	-11
> Cn1c(CCNC(=O)c2ccc(Cl)cc2)n[nH]c1=S
  0	-17	-1	3	-2	11	24	1
> Cc1cccc(NC(=O)c2ccc([N+](=O)[O-])s2)c1C
  -13	9	-13	-3	-4	-13	1	9
> COc1ccccc1OCC(=O)n1cc(C(=O)c2cc(Cl)cc(Cl)c2O)cn1
  -15	-2	-11	10	-14	-5	-1	10
> CCOc1cc(/C=C2\SC(=Nc3ccc(CC)cc3)NC2=O)ccc1OCC(=O)O
  -12	-11	-9	6	18	-5	9	15
> O=C(c1ccccc1)c1sc(N2CCCCCC2)nc1-c1ccccc1
  -1	2	-6	-24	2	-9	18	24
> Cc1cc(C)nc(SC2CCCCC2NS(=O)(=O)c2ccccc2)n1 (configuration not stated)
  3	-18	1	-6	-4	1	-7	-3
> CN(C)c1ccc(CNC(=O)CN2C(=O)COc3ccc(S(=O)(=O)N4CCCC4)cc32)cc1
  7	-6	0	-1	-5	-3	-1	-3
> CCOC(=O)NC(C(Cl)(Cl)Cl)S(=O)(=O)c1ccccc1 (configuration not stated)
  -2	4	0	-24	1	6	2	-6
> O=C(NCC1OCCCN1S(=O)(=O)c1ccc(F)cc1)C(=O)NC1CCCC1 (configuration not stated)
  -12	-13	-5	-44	-5	-14	-3	13
> O=Cc1cc(CCC(=O)O)ccc1O
  -2	10	10	1	-5	-3	-3	-4
> Cc1cc(C(=O)Nc2nc(-c3ccccn3)cs2)ccc1[N+](=O)[O-]
  -35	-3	-13	-3	-6	7	-4	7
> CC(C)NS(=O)(=O)c1ccc(OCC(=O)Nc2ccc(F)cc2F)cc1
  9	7	0	6	-5	2	1	-15
> Cc1ccc(OCC(=O)Oc2ccccc2[N+](=O)[O-])cc1
  -9	-12	0	1	1	3	5	-15
> CCOC(=O)c1ccc(N2C(=O)C(CC(N)=O)N(NC(=O)c3cccc(F)c3)C2=S)cc1 (configuration not stated)
  8	8	-8	6	9	-4	-3	-3
> Cc1cccc(C)c1NC(=O)CNC(=O)C1COc2ccccc2O1 (configuration not stated)
  9	-7	2	11	-5	2	2	-8
> CC(=O)N/C(=C\c1ccccc1)C(=O)OCC(=O)NC1CCCC1
  -3	5	6	-3	-2	3	-6	3
> COc1cccc(C(=O)Nc2cccc(OCC(=O)c3ccccc3)c2)c1
  6	-13	39	8	9	49	-25	14
> COc1ccc(/C=N/NC(=O)c2ccn[nH]2)cc1Cn1nc(C)c([N+](=O)[O-])c1C
  -5	-32	-6	-48	-4	-7	-12	20
> COc1cc(C(=O)OCCCc2cc3ccccc3c(=O)o2)cc(OC)c1OC
  4	22	1	7	-3	2	-4	0
> CC(C)C[C@H](NC(=O)OC(C)(C)C)C(=O)N1CCC(C(=O)N[C@@H](Cc2ccccc2)C(=O)O)CC1
  6	-3	2	1	-6	0	-4	-12

Among those listed so far, these contain a furan ring, fused or not.
Results follow in this order: UBC13 inh	Jurkat NFkB inh	SENP8 inh	697 NFkB inh	HKDC1 inh	SENP7 inh	Gli-Sufu antag	Apaf-1 inh
> CCCC1=C(C(=O)OCC)C(c2ccco2)n2ncnc2N1 (configuration not stated)
  -2	-12	-10	-19	3	-3	-1	-2
> Cc1ccc(C2C(C(=O)c3cc4ccccc4o3)=C(O)C(=O)N2CCN2CCOCC2)o1 (configuration not stated)
  -4	-12	-2	-6	6	9	-14	4
> COC(=O)/C(=C/c1ccc(OC)cc1)NC(=O)c1ccco1
  -10	4	4	-6	-7	7	-6	14
> COc1ccc(/C=N/NC(=O)c2cc(C)oc2C)cc1OC
  -6	-5	-5	20	-1	2	-11	-17
